Assay outcomes deposited in PubChem BioAssay by Broad Institute.
Pf Dd2 inh = blocks growth of Plasmodium falciparum Dd2 parasites; 2.3% of 94,000 active; AID 1159554; activity change, % at 10 µM; P. falciparum Dd2 growth, SYBR Green, 72 h; active compounds read low; in the data active = activity change below about -80%
C diff growth = blocks growth of Clostridium difficile | Clostridium difficile clinical isolate growth, OD600, 24 h; active compounds read low | growth activity, negative = inhibition, % at 16 µg/mL (by protocol) | 0.25% of 86,000 active;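 active = mean growth activity at or below -80% and every replicate also at or below -80%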;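 also: 0% = DMSO wells and -100% = levofloxacin 16 µg/mL wells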
GASC1 inh = KDM4C (human) demethylase inhibition; Q9H3R0; GST-KDM4C 2-372, H3K9me3 peptide, LANCE TR-FRET; inhibition, % at 12.5 µM; 0.15% of 96,000 active; AID 720574;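 active = mean replicate inhibition above about 25%, with at least 55% of replicates also reaching it, limit read from the data, passing the limit was not always enough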
Target sequence (Q9H3R0 2-372 limits assumed): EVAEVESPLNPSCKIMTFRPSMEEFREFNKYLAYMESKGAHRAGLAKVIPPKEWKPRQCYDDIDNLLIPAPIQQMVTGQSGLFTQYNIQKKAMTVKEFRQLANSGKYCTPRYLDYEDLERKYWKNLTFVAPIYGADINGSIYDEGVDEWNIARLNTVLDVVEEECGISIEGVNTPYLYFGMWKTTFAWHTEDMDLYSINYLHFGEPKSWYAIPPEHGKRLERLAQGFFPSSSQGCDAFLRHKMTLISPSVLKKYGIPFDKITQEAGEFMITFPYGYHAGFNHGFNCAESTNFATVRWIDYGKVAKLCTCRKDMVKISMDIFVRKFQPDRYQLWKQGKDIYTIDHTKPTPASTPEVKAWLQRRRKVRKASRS
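Material: GST-tagged GASC-1 (JMJD2C) catalytic fragment, aa 2-372 / Quantity: enzyme final amount 10 nM / Medium: HEPES buffer, pH 7.5, plus ascorbate / Doses: one test concentration per compound / Incubation: 30 min reaction, 60 min detection, RT / Measured by: LANCE TR-FRET / Read-out: inhibition from TR-FRET ratio decrease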
T cruzi growth = inhibitors of T. cruzi proliferation; T. cruzi beta-gal in NIH3T3, GalScreen luminescence, 90 h; 5.9% of 77,000 active; inhibition, % at 8.34 µM;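 active = mean inhibition above about 93%, with at least 55% of replicates each passing it, limit read from the data, passing the limit was not always enough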
Starred values were filed as active, the others as inactive; . = not tested or not shown; & = joins results of further samples.

SMILES | Pf Dd2 inh | C diff growth | GASC1 inh | T cruzi growth
COc1ccccc1S(=O)(=O)N[C@@H]1CC[C@H](CCNC(=O)C2CCOCC2)O[C@H]1CO | 8 | 0 | -0.9 | -127
Cc1noc(C)c1NC(=O)N(C)C[C@H]1Oc2c(NS(=O)(=O)c3ccc(F)cc3)cccc2C(=O)N([C@@H](C)CO)C[C@H]1C | -11 | -2 | -2.3 | -15
CCS(=O)(=O)Nc1ccc2c(c1)C(=O)N(C)C[C@@H](OC)[C@@H](C)CN(C(=O)COC)[C@H](C)CO2 | 22 | 1 | -0.5 | -6
COc1ccc(S(=O)(=O)N(C)C[C@H]2Oc3ccc(NC(=O)Cn4cnnn4)cc3CC(=O)N([C@@H](C)CO)C[C@@H]2C)cc1 | -24 | -3 | -0.7 | 8
C[C@H](CO)N1C[C@H](C)[C@H](CN(C)C(=O)Nc2cccc(F)c2)Oc2cc(Br)ccc2S1(=O)=O | 2 | -1 | -0.5 | -3
COc1cccc(-c2ccc([C@H]3[C@@H](CO)N4C(=O)CN(C(=O)c5ccncc5)C[C@H]34)cc2)c1 | -75 | -2 | -0.1 | .
C[C@H]1CN([C@@H](C)CO)C(=O)Cc2cc(NC(=O)Nc3cccc4ccccc34)ccc2O[C@H]1CN(C)S(=O)(=O)c1cn(C)cn1 | 31 | 0 | -0.4 | -6
CS(=O)(=O)Nc1ccc2c(c1)[C@@H]1C[C@@H](CC(=O)NCCN3CCCCC3)O[C@@H](CO)[C@@H]1O2 | 29 | -6 | -1.8 | .
O=C(Cc1ccccn1)N1CC2(C1)[C@H](c1ccccc1)[C@@H](CO)N2C(=O)c1ccncc1 | -29 | -1 | 2.5 | .
C[C@@H]1CN([C@H](C)CO)C(=O)c2cc(C#CC3(O)CCCC3)cnc2O[C@@H]1CN(C)S(=O)(=O)c1ccc(F)cc1 | 17 | -1 | 1.2 | 37
C[C@@H]1CN([C@@H](C)CO)C(=O)c2cc(NS(=O)(=O)c3ccc(Cl)cc3)ccc2O[C@H]1CN(C)Cc1ccc2c(c1)OCO2 | 3 | 1 | 0.2 | 69
CNC[C@H]1Oc2c(NC(=O)c3ccc(-c4nccs4)cc3)cccc2C(=O)N([C@@H](C)CO)C[C@@H]1C | 6 | . | 0.5 | 8
O=C(CN1CCOCC1)N1CCCCN2[C@H](C1)[C@@H](c1ccc(Br)cc1)[C@@H]2CO | 22 | 1 | 0.8 | 12
O=C1CNC[C@@H]2[C@H](c3ccc(C4=CCCC4)cc3)[C@H](CO)N12 | -38 | 1 | 2.3 | .
COCC(=O)Nc1ccc2c(c1)C(=O)N(C)C[C@@H](OC)[C@H](C)CN(CCC(F)(F)F)[C@H](C)CO2 | -17 | . | 0.4 | 1
COc1ccc(S(=O)(=O)N(C)C[C@H]2OCCCC[C@H](C)Oc3ccc(NS(=O)(=O)c4cn(C)cn4)cc3C(=O)N([C@@H](C)CO)C[C@H]2C)cc1 | -37 | -2 | -0.9 | 45
COc1cccc(S(=O)(=O)N[C@@H]2C=C[C@H](CC(=O)NC3Cc4ccccc4C3)O[C@H]2CO)c1 | -4 | . | 0.6 | 67
O=C(C1CCOCC1)N1C[C@H]2[C@@H](c3ccccc31)[C@@H](CO)N2Cc1ccccc1F | -1 | 0 | 1.5 | -22
CC(C)NC(=O)NCC[C@@H]1CC[C@@H](NC(=O)c2ccc(F)cc2)[C@@H](CO)O1 | 6 | . | 0.2 | -4
O=C(NC[C@H]1CC[C@@H]2[C@@H](CN2C(=O)C2CCOCC2)O1)c1cccnc1 | 28 | -2 | . | .
O=C(C[C@@H]1CC[C@H]2[C@@H](COC[C@H](O)CN2CCC(F)(F)F)O1)NCc1ccc2c(c1)OCO2 | -3 | -3&-4 | 0.5 | 3
CCCC(=O)Nc1ccc2c(c1)C(=O)N(C)[C@@H]1CC[C@@H](CC(=O)Nc3ccccc3)O[C@@H]1CO2 | -1 | 2 | -1.9 | -61
C[C@H]1CN([C@@H](C)CO)C(=O)Cc2cc(NS(C)(=O)=O)ccc2O[C@H]1CN(C)S(=O)(=O)c1ccc(Cl)cc1 | 4 | -1 | 0.4 | -1
O=C(C[C@H]1CC[C@H]2[C@@H](COC[C@@H](O)CN2Cc2ccccc2)O1)N1CCOCC1 | 12 | 5&4 | -3.5 | 9
C[C@H]1CN([C@@H](C)CO)S(=O)(=O)c2ccc(-c3ccc(C(=O)N(C)C)cc3)cc2O[C@@H]1CN(C)C(=O)C1CC1 | -23 | . | -2.1 | 74
Cn1cnc(S(=O)(=O)N[C@H]2C=C[C@H](CC(=O)N3CCN(c4ccccc4)CC3)O[C@H]2CO)c1 | 6 | -1 | 1.3 | -17
CN(C)C(=O)C[C@H]1C[C@@H]2c3cc(NC(=O)CC4CC4)ccc3O[C@@H]2[C@@H](CO)O1 | 36 | . | 8.7 | -40
CCCC(=O)Nc1ccc2c(c1)C(=O)N(C)[C@@H]1CC[C@@H](CC(=O)N3CCc4ccccc4C3)O[C@H]1CO2 | -73 | -1 | 5.0 | 48
C[C@@H]1CN([C@@H](C)CO)C(=O)c2cccc(NS(C)(=O)=O)c2O[C@H]1CN(C)C(=O)Nc1ccc(C(F)(F)F)cc1 | 19 | -3 | -0.3 | .
Cc1noc(C)c1NC(=O)Nc1ccc2c(c1)C(=O)N([C@@H](C)CO)C[C@@H](C)[C@H](CN(C)C(=O)Nc1c(C)noc1C)OCCCC[C@@H](C)O2 | 26 | 1 | 0.4 | 21
CCCC#Cc1ccc2c(c1)O[C@H](CN(C)Cc1ccncc1)[C@H](C)CN([C@@H](C)CO)S2(=O)=O | -37 | 7 | -2.6 | 118*
O=C(N[C@@H]1CC[C@@H](CCn2cc(-c3ccccc3)nn2)O[C@H]1CO)c1ccccc1F | -31 | 0 | -0.4 | 8
C[C@@H]1CN([C@H](C)CO)C(=O)c2cc(C#CC3CCCCC3)cnc2O[C@H]1CN(C)C(=O)c1ccncc1 | -28 | -3 | -1.8 | -38
N#C[C@@H]1[C@@H](c2ccccc2)[C@H](CO)N1C(=O)c1cccnc1 | -14 | -10 | 0.0 | 58
O=C(C1CCCCC1)N1CC(=O)N2[C@H](CO)[C@H](c3ccc(-c4cccnc4)cc3)[C@@H]2C1 | 16 | 1 | -0.8 | .
O=C(Nc1ccc(F)cc1)N1C[C@@H]2[C@H](c3ccccc31)[C@H](CO)N2C(=O)c1ccc(F)cc1 | -15 | -1 | 2.0 | -13
Cc1noc(C)c1NC(=O)Nc1ccc2c(c1)C(=O)N([C@H](C)CO)C[C@H](C)[C@H](CN(C)CC1CC1)O2 | 29 | 4 | -0.3 | 10
C[C@H](CO)N1C[C@H](C)[C@H](CN(C)Cc2ccc(C(F)(F)F)cc2)OCc2ccccc2-c2c(n(C)c3ccccc23)C1=O | -83* | 1 | -1.8 | .
N#Cc1ccc(-c2ccc([C@H]3[C@@H](CO)N4C(=O)CN(C(=O)C5CCCC5)C[C@@H]34)cc2)cc1 | -5 | 0 | -0.1 | .
C[C@@H]1CN([C@@H](C)CO)C(=O)c2cccc(NC(=O)c3ccc(-c4nccs4)cc3)c2O[C@H]1CN(C)CC1CCCCC1 | -70 | 9 | 0.2 | 99*

Two compounds drawn at random from the list so far:
SMILES | Pf Dd2 inh | C diff growth | GASC1 inh | T cruzi growth
CCCC(=O)Nc1ccc2c(c1)C(=O)N(C)[C@@H]1CC[C@@H](CC(=O)N3CCc4ccccc4C3)O[C@H]1CO2 | -73 | -1 | 5.0 | 48
Cc1noc(C)c1NC(=O)Nc1ccc2c(c1)C(=O)N([C@@H](C)CO)C[C@@H](C)[C@H](CN(C)C(=O)Nc1c(C)noc1C)OCCCC[C@@H](C)O2 | 26 | 1 | 0.4 | 21

Next part.
SMILES | Pf Dd2 inh | C diff growth | GASC1 inh | T cruzi growth
C[C@@H]1CN([C@@H](C)CO)C(=O)c2cc(NS(=O)(=O)c3cccs3)ccc2O[C@H]1CN(C)CC1CCCCC1 | -2 | 3 | 1.4 | 41
CC(C)NC(=O)N(C)C[C@H]1Oc2cc(C#C[C@@H](C)O)ccc2S(=O)(=O)N([C@@H](C)CO)C[C@H]1C | 28 | -7 | -3.4 | .
C[C@@H]1CN([C@@H](C)CO)C(=O)c2c(c3ccccc3n2C)-c2ccccc2CO[C@H]1CN(C)S(=O)(=O)c1cccc(F)c1 | -67 | 8 | 0.3 | 91
COc1ccc(CNC(=O)C[C@@H]2CC[C@@H](NS(=O)(=O)c3cccc(OC)c3)[C@@H](CO)O2)cc1 | . | 2 | -0.8 | .
C[C@@H]1CN([C@H](C)CO)C(=O)c2cccc(NS(=O)(=O)c3ccc(Cl)cc3)c2O[C@@H]1CN(C)S(=O)(=O)c1cccs1 | -2 | -9 | -0.1 | 44
CC(=O)N1[C@H](CO)[C@@H](c2ccc(C3=CCCC3)cc2)[C@@H]1CNC(=O)CN(C)C | 3 | -3 | 1.7 | 44
C[C@@H]1CN([C@@H](C)CO)C(=O)c2cc(C#Cc3ccccc3F)cnc2O[C@@H]1CN(C)C(=O)C1CCOCC1 | 1 | -4 | . | 18
CCCNC(=O)C[C@H]1C[C@@H]2c3cc(NC(=O)C4CCC4)ccc3O[C@@H]2[C@@H](CO)O1 | -3 | 1 | 0.7 | 6
COCC(=O)N1CC2(C1)[C@H](c1ccccc1)[C@H](CO)N2Cc1ccccc1OC | 12 | 2 | 1.6 | .
COCC(=O)N1[C@H](CO)[C@@H](c2ccccc2)[C@H]1CN(C)C(=O)c1ccncc1 | 12 | -2 | 1.0 | 8
CC(C)NC(=O)N[C@H]1CC[C@@H](CCNC(=O)C2CC2)O[C@H]1CO | -4 | -1 | -3.9 | .
C[C@@H]1CN([C@H](C)CO)S(=O)(=O)c2ccc(C#CC3(O)CCCC3)cc2O[C@H]1CN(C)C(=O)Nc1ccccc1 | -33 | -7 | -3.9 | -214
Cc1ccccc1-c1cnc2c(c1)C(=O)N([C@@H](C)CO)C[C@H](C)[C@H](CN(C)C(=O)CC1CC1)O2 | 15 | -6 | -2.2 | .
COCC#Cc1cnc2c(c1)C(=O)N([C@@H](C)CO)C[C@@H](C)[C@H](CN(C)S(C)(=O)=O)O2 | 24 | 1 | -0.5 | 77
CC(=O)N(C)C[C@@H]1[C@H](c2ccc(-c3ccccc3F)cc2)[C@H](CO)N1C(C)=O | 20 | -2 | 0.2 | .
CO[C@H](CN(C)C(=O)c1cnccn1)[C@@H](C)CN([C@H](C)CO)S(=O)(=O)c1ccc(F)cc1 | 29 | . | -0.3 | -19
Cc1noc(C)c1S(=O)(=O)N(C)C[C@@H]1Oc2ccc(NC(=O)Cn3cnnn3)cc2CC(=O)N([C@@H](C)CO)C[C@@H]1C | 9 | 1 | -2.8 | -16
CN1C(=O)c2cc(NC(=O)c3ccccc3Cl)ccc2OC[C@@H]2O[C@@H](CC(=O)O)CC[C@H]21 | 6 | 0 | 1.9 | -39
O=C(C[C@@H]1CC[C@H](NC(=O)C2CCOCC2)[C@@H](CO)O1)NCc1ccncc1 | 32 | -1 | 1.6 | .
CO[C@H]1CN(C)C(=O)c2cc(NC(=O)Nc3ccc4c(c3)OCO4)ccc2OC[C@H](C)NC[C@@H]1C | 35 | . | 4.0 | .

Whole records, looked up by structure:
CC(=O)N1[C@H](CO)[C@@H](c2ccc(C3=CCCC3)cc2)[C@@H]1CNC(=O)CN(C)C is listed as Pf Dd2 inh: 3; C diff growth: -3; GASC1 inh: 1.7; T cruzi growth: 44
CO[C@H]1CN(C)C(=O)c2cc(NC(=O)Nc3ccc4c(c3)OCO4)ccc2OC[C@H](C)NC[C@@H]1C is listed as Pf Dd2 inh: 35; C diff growth: .; GASC1 inh: 4.0; T cruzi growth: .
COc1ccc(CNC(=O)C[C@@H]2CC[C@@H](NS(=O)(=O)c3cccc(OC)c3)[C@@H](CO)O2)cc1 is listed as Pf Dd2 inh: .; C diff growth: 2; GASC1 inh: -0.8; T cruzi growth: .

Of the compounds above, these contain a cyano group:
SMILES | Pf Dd2 inh | C diff growth | GASC1 inh | T cruzi growth
N#C[C@@H]1[C@@H](c2ccccc2)[C@H](CO)N1C(=O)c1cccnc1 | -14 | -10 | 0.0 | 58
N#Cc1ccc(-c2ccc([C@H]3[C@@H](CO)N4C(=O)CN(C(=O)C5CCCC5)C[C@@H]34)cc2)cc1 | -5 | 0 | -0.1 | .

(next part)
SMILES | Pf Dd2 inh | C diff growth | GASC1 inh | T cruzi growth
Cc1ccc(S(=O)(=O)N(C)C[C@H]2OCCCC[C@H](C)Oc3ccc(NC(=O)Nc4ccc(C(F)(F)F)cc4)cc3C(=O)N([C@H](C)CO)C[C@@H]2C)cc1 | -60 | 2 | 0.8 | .
CO[C@H]1CN(C)C(=O)c2ccc(NC(=O)c3cnccn3)cc2OC[C@@H](C)N(CCc2ccccc2)C[C@@H]1C | -68 | . | 1.7 | 70
C/C=C/c1ccc([C@@H]2[C@H](CO)N[C@H]2CN(CC(C)C)C(=O)c2ccccn2)cc1 | -31 | 2 | -1.6 | -12
C[C@@H]1CN([C@H](C)CO)S(=O)(=O)c2ccc(C#Cc3ccncc3)cc2O[C@@H]1CN(C)C(=O)C1CC1 | -25 | . | 1.2 | 80
O=C(C[C@H]1C=C[C@H](NC(=O)C2CCC2)[C@H](CO)O1)NCc1ccccc1Cl | 13 | 3 | 0.9 | .
OC[C@H]1[C@H](c2ccc(-c3cccnc3)cc2)[C@H]2CN(CC3CCOCC3)CCCCN21 | -34 | -9 | . | 5
